# From PubChem
# HttQ103 aggreg: qHTS Multiplex Assay to Identify Dual Action Probes in a Cell Model of Huntington: Aggregate Formation (GFP). 1.1% of 220,000 active. AID 1688, 2009. Potency, µM (top dose mostly 46.1 µM), inactives show at the top dose activity change, negative = inhibition, hits mostly inhibitors. PC12 HttQ103-GFP aggregates, Acumen cytometry, 40 h; also: potency is read from the fitted curve at half-maximal effect; % is scaled to controls: 0 for no effect and ±100 for the full control effect; nearly all actives have a fitted effect of over 60% in size
#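 PC12/HTTQ103-GFP, ecdysone-inducible; teb 100 nM; cpd qHTS titration; GFP aggregates read on laser cytometer, Ex 488/Em 500-530 nm.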
# IMPase Li cell: qHTS Assay for Identifying the Cell-Membrane Permeable IMPase Inhibitors: Potentiation with Lithium; CHO-M1 cells, IP1 TR-FRET (IP-One), carbachol + lithium; Potency, µM (titrated, usually from 59.4 µM), without a hit: at the top dose activity, negative = IMPase inhibition, actives largely listed as inhibitors; 0.35% of 210,000 active;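 also: IP1 builds up when IMPase is blocked and the TR-FRET signal falls; potency is read from the fitted curve at half-maximal effect; plate controls were basal vehicle for no effect and high inhibitor control for full effect; nearly all actives have a fitted effect of over 50% in size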
#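 Concentration–response in CHO-M1 cells, lithium-potentiated; 30 min at 37C. IP1 detected by competitive TR-FRET after 10 min lysis at RT. Hill-fitted AC50.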
# CBFb RUNX1 block: qHTS Assay for Compounds Blocking the Interaction Between CBF-beta and RUNX1 for the Treatment of Acute Myeloid Leukemia; 230,000 tested, under 10 active; Potency, µM (titrated, usually from 59.8 µM), inactives show at the top dose activity, negative = inhibition, usual class: inhibitors; AlphaScreen CBFb-His/RUNX1-biotin binding, biochemical; Runt-related transcription factor 1 (Homo sapiens) + Core-binding factor subunit beta …; also: % of control where 0% means no effect
# Target sequence (Q01196 whole entry, looked up): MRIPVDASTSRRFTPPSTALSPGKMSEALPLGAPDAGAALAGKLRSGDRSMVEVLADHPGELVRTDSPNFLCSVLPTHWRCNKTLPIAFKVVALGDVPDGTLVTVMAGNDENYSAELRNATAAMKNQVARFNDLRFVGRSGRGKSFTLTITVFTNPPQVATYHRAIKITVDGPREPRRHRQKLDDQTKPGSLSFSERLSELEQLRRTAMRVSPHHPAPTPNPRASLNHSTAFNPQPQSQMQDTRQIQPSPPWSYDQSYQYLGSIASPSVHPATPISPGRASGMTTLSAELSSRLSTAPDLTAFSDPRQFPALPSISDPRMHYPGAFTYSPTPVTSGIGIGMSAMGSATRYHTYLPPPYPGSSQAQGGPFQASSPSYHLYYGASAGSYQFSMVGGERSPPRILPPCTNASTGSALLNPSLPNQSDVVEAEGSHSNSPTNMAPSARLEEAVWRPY
# Target sequence (Q13951 whole entry, looked up): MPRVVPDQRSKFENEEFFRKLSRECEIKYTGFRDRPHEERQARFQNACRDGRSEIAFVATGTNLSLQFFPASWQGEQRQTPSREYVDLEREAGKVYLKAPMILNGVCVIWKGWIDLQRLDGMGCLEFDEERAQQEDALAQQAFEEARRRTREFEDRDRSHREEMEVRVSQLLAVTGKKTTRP
#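 CBFb-His/RUNX1-biotin, 30 nM each, preincubated 20 min RT; compound 15 min RT; Ni + streptavidin beads 50 ng each, 90 min RT; AlphaScreen read.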
# Epigenetic reg: Quantitative High-Throughput Screen for Regulators of Epigenetic Control | 0.2% of 280,000 active | Potency, µM (top dose mostly 53.9 µM), without a hit: at the top dose GFP activation, hits mostly activators | murine LDR cells, GFP reporter derepression, 30 h | AID 1865, 2009; also: potency is read from the fitted curve at half-maximal effect; % of control where 0% means no effect; nearly all actives have a fitted effect of over 60% in size
#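 Derepression of a silenced CMV-GFP reporter in murine LDR cells is scored by enumerating GFP-positive cells with a laser-scanning microplate cytometer after 30 hours of treatment at 37 C.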
# KinaseGlo FLuc: Counterscreen for Luciferase (Kinase-Glo TM) Inhibition | Luciferin 4-monooxygenase (Photuris pensylvanica), Q27757 | Kinase-Glo luciferase, ATP luminescence, 8 min | Potency, µM (doses to about 38.3 µM), for inactives: at the top dose activity change, negative = inhibition, hits mostly inhibitors | 0.28% of 200,000 active | AID 1379, 2008; also: potency is read from the fitted curve at half-maximal effect; % is scaled to controls: 0 for no effect and ±100 for the full control effect; nearly all actives have a fitted effect of over 60% in size
#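 Light output from Kinase-Glo luciferase with luciferin and 10 uM ATP in 50 mM imidazole pH 7.2, KCl, MgCl2, Tween 20, BSA; compound pin-delivered, 8-min ambient incubation, then luminescence read.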
# Lamin A splicing: qHTS Assay for Modulators of Lamin A Splicing; HeLa LMNA splicing GFP/RFP minigene ratio, 48 h; Potency, µM (series often up to 46.1 µM), for the others: at the top dose ratio change, negative = inhibition, actives largely listed as inhibitors; 0.01% of 200,000 active; active = well fitted inhibition curve with a large enough effect in the signal ratio, with a control signal flat, not every such curve was filed as active; inconclusive = small, poorly fitted or top-dose-only effect, or effect the other way, or a change in a side signal; the % refers to the signal ratio; also: potency is read from the fitted curve at half-maximal effect; % is scaled to controls: 0 for no effect and ±100 for the full control effect
#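 S3 HeLa cells stably expressing lamin A-EGFP splicing minigene plus DsRed2, 600 cells/well, 48 h compound exposure at 37C. Laser-scanning cytometry; analysed as GFP (500-530 nm)/RFP (575-640 nm) total intensity ratio; 0.5% DMSO vehicle.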
# NPSR antag: qHTS Assay for Antagonists of the Neuropeptide S Receptor: cAMP Signal Transduction | CHO-NPSR cells, cAMP TR-FRET, antagonist mode | 1% of 220,000 active | Q6W5P4 | Potency, µM (series often up to 38.3 µM), inactives show at the top dose activity change, negative = inhibition, hits mostly inhibitors; also: potency is read from the fitted curve at half-maximal effect; % is scaled to controls: 0 for no effect and ±100 for the full control effect; nearly all actives have a fitted effect of over 50% in size; many of its hits are not listed in these tables
# Target sequence (Q6W5P4 whole entry, looked up): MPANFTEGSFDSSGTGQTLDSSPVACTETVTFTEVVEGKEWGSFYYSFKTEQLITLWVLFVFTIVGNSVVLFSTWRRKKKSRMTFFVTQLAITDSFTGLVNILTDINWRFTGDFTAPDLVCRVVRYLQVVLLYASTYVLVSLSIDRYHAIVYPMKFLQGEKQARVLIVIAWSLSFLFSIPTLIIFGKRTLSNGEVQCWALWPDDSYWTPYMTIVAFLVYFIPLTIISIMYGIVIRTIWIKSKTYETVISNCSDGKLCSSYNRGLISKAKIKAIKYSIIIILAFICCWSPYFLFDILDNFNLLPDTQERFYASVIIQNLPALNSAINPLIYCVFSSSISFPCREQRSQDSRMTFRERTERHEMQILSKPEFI
# * marks the source's active call; other numbers are inactive results; u = inconclusive; x = no result given; [ ] = remark or other dose. Unless noted, calls follow the shape of the dose curve; as a rule, active = well fitted curve in the direction sought with a large enough effect; inconclusive = small, poorly fitted or top-dose-only effect, or another doubt; inactive = no such curve, though single readings can be large; an effect the other way counts as inactive or inconclusive. Only part of the results is shown; rates above refer to the full screens.
mol,CBFb RUNX1 block,KinaseGlo FLuc,Epigenetic reg,IMPase Li cell,NPSR antag,HttQ103 aggreg,Lamin A splicing
O=C(Cn1ccc2ccccc2c1=O)NCCC(=O)Nc1ccc2c(c1)OCCO2,2%,0%,-1.0%,2%[38.3 µM],-3%[46.1 µM],4%,u
CCOC(=O)CN(C(=O)CSc1nnc(-c2ccncc2)n1CCCOC)c1ccccc1,-5%,-2%,0.0%,10%,-7%[46.1 µM],-10%,-2%
CCN(CC)C(=O)CSc1nc2c(sc(=S)n2-c2ccccc2)c(=O)n1Cc1ccco1,-16%,8%,-2.9%,10%[38.3 µM],10µM*,2%[9.22 µM],u
O=C(NCc1ccccc1F)Nc1ccc([N+](=O)[O-])cc1,-2%,x,0.9%,6%,-21%,-14%,x
Cc1cccc(NNC(N)=S)c1,-8%,6%,-6.2%,-1%,22%,6%[9.22 µM],x
O=C1c2ccccc2C(=O)N1Cc1cc(-c2ccccc2Cl)no1,8%,-4%,-0.2%,2%[38.3 µM],-18%[46.1 µM],u,3%
CN1CCc2c(sc(/N=C/c3cc(C(C)(C)C)ccc3O)c2C#N)C1,1%,x,1.3%,x,u,0%[9.22 µM],x
Cc1ccc(NC(=O)NC(=O)CSc2nnnn2C)c(C)c1,1%,1%,-1.6%,-4%[38.3 µM],-11%[46.1 µM],-6%,u
CCCCn1c(=N)n(CC(=O)O)c2ccccc21,1%,-1%,2.2%,-6%,10%,x,x
CCCSC1=C(C#N)C(c2ccc(OC)cc2)C2=C(CC(C)(C)CC2=O)N1 (configuration not stated),9%,-3%,-3.2%,10%[38.3 µM],u,u,u
CCCCN1Cc2cc(C(=O)c3cc(OC)ccc3O)cnc2NC1=O,-3%,-6%,0.9%,-16%[38.3 µM],-8%[46.1 µM],19%,u
CCN(CC)S(=O)(=O)c1cccc(C(=O)OCC(=O)NC(C)c2ccccc2)c1 (configuration not stated),4%,-1%,-0.2%,5%,2%,11%,-12%[46 µM]
CN(C/C=C\c1ccccc1)Cc1cccc2ccccc12,7%[21.7 µM],4%[17.1 µM],2.4%[16.9 µM],0%,x,u,u
COc1ccc(N(CC(=O)NC2CCCCC2)C(=O)CNC(=O)c2ccco2)c(OC)c1,7%,6%,0.9%,4%,-12%[46.1 µM],0%,-7%
COc1ccc(C2/C=C\C(c3ccc(OC)cc3)N(Cc3ccc(F)cc3)C(=O)C(=O)N2Cc2ccc(F)cc2)cc1 (configuration not stated),1%,2%[39.9 µM],-3.1%[40.7 µM],4%,x,x,x
Cc1c(-c2nc(-c3ccncc3)no2)cccc1[N+](=O)[O-],-2%,x,0.1%,x,12%,3%[9.22 µM],x

# Whole records as entered above. Screens in order: CBFb RUNX1 block | KinaseGlo FLuc | Epigenetic reg | IMPase Li cell | NPSR antag | HttQ103 aggreg | Lamin A splicing
# Shown for Cc1ccc(NC(=O)NC(=O)CSc2nnnn2C)c(C)c1 = 1% | 1% | -1.6% | -4%[38.3 µM] | -11%[46.1 µM] | -6% | u
# Shown for O=C(Cn1ccc2ccccc2c1=O)NCCC(=O)Nc1ccc2c(c1)OCCO2 = 2% | 0% | -1.0% | 2%[38.3 µM] | -3%[46.1 µM] | 4% | u

# New compounds follow
mol,CBFb RUNX1 block,KinaseGlo FLuc,Epigenetic reg,IMPase Li cell,NPSR antag,HttQ103 aggreg,Lamin A splicing
COc1ccc(C(=O)N2CCN(c3cccc(Cl)c3)CC2)c(OC)c1,0%,-1%,-1.1%,36%[activator][38.3 µM],-2%[46.1 µM],-25%,-28%
C/C(=N\NC(=O)C1CC1)c1ccc(N2CCOCC2)cc1,7%,4%,1.5%,13%,14%,18%,-6%[46 µM]
COc1ccc(NC(=O)Cc2c(F)c(F)c(F)c(F)c2F)cc1OC,-2%,x,2.5%,x,6%,-10%[9.22 µM],x
NC(=O)C[n+]1ccc(/C=N/O)cc1,18%,-3%,1.2%,6%,15%,-1%,23%[46 µM]
COc1ccc(S(=O)(=O)Nc2ccc(S(=O)(=O)N3CCCCC3)cc2)cc1OC,6%,2%,-4.1%,18%[38.3 µM],15%[46.1 µM],0%,-16%
CCCNC(=O)c1cc(-c2ccc(OC)cc2)n(CCCOC)c1C,u,3%,0.0%,-5%,-3%,-12%,-14%
CC(=O)c1cccc(NC(=O)COC(=O)c2ccc3c(c2)OCCO3)c1,0%,0%,6.7%,-5%,2%,18%,15%[46 µM]
COc1ccc(/C=C(\NC(=O)/C=C/c2ccco2)C(=O)NCCc2nc3ccccc3[nH]2)cc1,-24%,-1%,-0.6%,-1%,17%,8%,0%
CC(C)OC(=O)c1c2nc3ccccc3nc2n2c1[nH]c(=O)c1ccccc12,8%,-2%,0.8%,17%[38.3 µM],10µM*,-22%,4%
Cc1nnsc1C(=O)NNc1ccc(Cl)cc1,2%,x,3.3%,x,-8%,9%[9.22 µM],u
O=C(c1ccccc1)c1ccc2nc(-c3ccc(NC(=O)c4ccccc4F)cc3)[nH]c2c1,-8%,-3%,1.0%,-4%[38.3 µM],-20%[46.1 µM],-2%,u
Cc1cc(N=Cc2c(O)n(-c3cccc(C(F)(F)F)c3)c(=O)c3ccccc23)no1,-3%,1%,u,5%,-21%,u,4%
O=C(COc1ccccc1)NCC(=O)N/N=C/C=C/c1ccccc1,6%,0%,10%,6%,18%,3%,-9%
OC(COCc1ccc(Cl)cc1)CN1CCN(CC(O)COCc2ccc(Cl)cc2)CC1 (configuration not stated),14%,3%,-4.9%,38%[38.3 µM],u,4µM*,-21%
C=CCn1c(CNC(=O)c2ccco2)nnc1SCC(=O)c1ccc(OC)cc1,1%,-4%,5.2%,11%,11%,7%,18%[46 µM]
CCc1nnc(NC(=O)CSc2nnc(Cc3ccccc3)n2-c2ccc(OC)cc2)s1,10%,-4%,-2.1%,13%,-19%[46.1 µM],-3%,4%
C/C(=N\N(c1ccccc1)c1ccccc1)c1ccco1,u,3%,4.5%,10%,-40%,18%,-1%[46 µM]
CCc1ccccc1S(=O)(=O)Cc1ccc(C(=O)N2CCN(c3ccccn3)CC2)o1,-2%,0%,-1.7%,17%[38.3 µM],-20%[46.1 µM],-6%,-7%
COC(=O)C1CCN(C(=O)COC(=O)CCc2nc3ccccc3c(=O)[nH]2)CC1,-4%,-1%,-1.9%,0%,8%,-5%,2%
COc1ccc(S(=O)(=O)N2CCC(C(N)=O)CC2)c2ccccc12,1%,0%,0.1%,5%[38.3 µM],-2%[46.1 µM],5%,4%
O=C(O)CCNC(=O)/C(=C/C=C/c1ccccc1)NC(=O)c1ccccc1,1%,x,-0.3%,6%,2%,16%,x
CCCCN=CC1=C(O)CC(c2ccccc2)CC1=O (configuration not stated),4%,-1%,-0.7%[10.1 µM],4%,8%,-4%[9.22 µM],-5%[46 µM]
CCc1ccccc1NC(=O)c1cccc(NC(=O)/C=C/c2ccco2)c1,1%,2%,1.0%,8%,-24%,-7%,u
CC(=O)NC(Cc1ccccc1)c1ccc2c(c1)OCCCO2 (configuration not stated),0%,1%,-1.9%,-6%,-5%,18%,-1%
CCOC(=O)Cc1csc(NC(=O)Cc2ccc(C)cc2)n1,-14%,0%,-2.2%,-8%,7%,0%,x
Cc1ccc(C(=O)Nc2ccccc2C(=O)NC2CCCCC2)cc1S(=O)(=O)N1CCOCC1,3%,-1%,-0.7%,3%[38.3 µM],u,15%,6%
O=C(c1ccccc1[N+](=O)[O-])N1CCC(Cc2ccccc2)CC1,-2%,4%,4.0%,-3%[38.3 µM],-16%[46.1 µM],u,u
CN(CC(=O)NCCN1CCN(c2ccccc2)CC1)S(=O)(=O)c1ccc2c(c1)CCC(=O)N2,-6%,-3%,-1.0%,0%[38.3 µM],-5%[46.1 µM],-6%,8%
O=C(NC(=S)Nc1ccc(N2CCOCC2)cc1)c1ccc(Cl)cc1,-8%,2%,0.2%,-1%,3%,-10%,9%
CN1CCN(C(=O)CSc2ccc(Cl)cc2)CC1,4%,-4%,0.0%,1%,-2%,-8%[9.22 µM],x
COc1ccc(-n2c(SCC(=O)Nc3cc(C)on3)nc3c([nH]c4ccccc43)c2=O)cc1,-1%,x,7.1%,5µM*,u,-1%[9.22 µM],x
CCOC(=O)C1CCCN(C(=O)CN2C(=O)COc3ccc(C(C)(C)C)cc32)C1 (configuration not stated),6%,x,-0.8%,x,-21%[46.1 µM],-12%,1%
COc1cc(-c2nnc(SCC(=O)N(C)C3CCS(=O)(=O)C3)o2)cc(OC)c1OC (configuration not stated),-6%,5%,-0.5%,5%,6%,26%,x
OCCC1CN(Cc2ccncc2)CCN1C1CCCC1 (configuration not stated),23%,x,2.3%,9%,-23%,-10%[9.22 µM],x
O=C(Nc1nc(-c2ccncc2)cs1)C1COc2ccccc2O1 (configuration not stated),0%,3%,-0.8%,21%[38.3 µM],-8%[46.1 µM],-20%,-10%
CCOC(=O)c1c(NC(N)=O)nc2n1CCC2,-4%,-1%,1.0%,-5%,14%,5%,x
Cc1cc2nc(C(C)(C)C)cc(N)n2n1,-1%,-1%,1.1%,1%,14%,2%[9.22 µM],1%[46 µM]
CCOc1ccccc1CN(CCc1ccc2c(c1)OCO2)Cc1ccccn1,-8%,0%,4.5%,12%[38.3 µM],-17%[46.1 µM],-7%,-7%
Cn1c(SCCCC(=O)c2ccccc2)nnc1-c1ccncc1,2%,-1%,-4.3%,-10%[38.3 µM],-11%[46.1 µM],-6%,20%
COC(=O)C1=CN(CC2CCCO2)C=C(C(=O)OC)C1c1cccc(O)c1 (configuration not stated),3%,-2%,2.4%,-9%,19%,5%,x
Cc1nc(CSc2nsc(C)c2C#N)cs1,11%,0%,9.4%,3%,14%,u,u
Cc1cccc(Nc2nc(N)nc(CN3CCC(C(N)=O)CC3)n2)c1C,4%,1%,-1.1%,17%[38.3 µM],-10%[46.1 µM],5%,-9%
CNS(=O)(=O)c1cccc(C(=O)OCc2cc(C(C)=O)ccc2OC)c1,-8%,5%,-0.1%,11%,-11%,9%,-8%[46 µM]
O=C1OC(Nc2ccc(Cl)cn2)c2ccccc21 (configuration not stated),0%,-3%,-1.0%,2%[38.3 µM],5%[46.1 µM],6%,8%
